Assay outcomes: PubChem, several laboratories
LAP4-GFP MLPCN: modulators of TOR pathway LAP4-GFP in S. cerevisiae | S. cerevisiae LAP4-GFP multiplex, flow cytometry GFP, 3 h; median GFP as percent of DMSO wells | GFP response vs DMSO, % at 10 µM | 320,000 compounds, 0.34% hits | AID 2023;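 active = GFP response vs DMSO above a set limit, about the screen mean plus 3 SD, cut at about 150% in these data; inconclusive = under 70 cell events counted for the yeast strain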
procasp3 activ: activates human procaspase-3; P42574; recombinant procaspase-3 D3A, Ac-DEVD-pNA absorbance 405 nm; activation, % at 8.5 µM; 330,000 compounds, 0.11% hits;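 active = activation above the mean of all tested compounds plus 3 SD, cut at about 21% in these data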;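 also: 0% = DMSO alone and 100% = DMSO wells spiked with extra 5 µM PC-3 D3A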
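material = Procaspase-3 D3A mutant | probe or stimulus = Ac-DEVD-pNA | compound = single dose, 8.5 µM nominal compound, 0.8% DMSO | timing = 1 h preincubation, 2 h reaction | measured by = 405 nm absorbance of p-nitroaniline, reads at 0 and 120 min | benchmarks = DMSO-only low control, 5 µM PC-3 D3A high control | repeats = singlicate, each compound tested once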
ZTA counter: blocks Epstein-Barr virus ZTA, an EBNA-1 counter-screen. P03206. ZTA-DNA binding, fluorescence polarization. inhibition, % at 11 µM. 320,000 compounds, 0.15% hits; in the data active = inhibition above about 33%
MEP2-GFP yeast: yeast TOR pathway MEP2-GFP modulation. S. cerevisiae MEP2-GFP strain, flow cytometry GFP, 3 h; 100% = DMSO control level. GFP response vs DMSO, % at 10 µM. 330,000 compounds, 0.51% hits;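 active = GFP response versus DMSO above a set limit, roughly screen mean plus 3 SD, cut at about 180% in these data; inconclusive = fewer than 70 cells counted for a yeast strain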;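 also: median GFP fluorescence of the barcode-gated MEP2-GFP cells per well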
RPL19A-GFP yeast: yeast TOR pathway RPL19A-GFP modulation; S. cerevisiae RPL19A-GFP strain, flow cytometry, 3 h; active compounds read low; percent response vs DMSO, % at 10 µM; 330,000 compounds, 0.3% hits; AID 2025;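 active = percent response vs DMSO below 50%; inconclusive = fewer than 70 events counted for the yeast strain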;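 also: median channel GFP fluorescence of the barcoded RPL19A-GFP strain; ratio of sample median GFP to plate DMSO average so 100% = DMSO; lower means less RPL19A-GFP as with rapamycin TOR inhibition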
EBNA-1 inh: blocks EBNA-1 binding to DNA | EBNA-1 DNA binding, fluorescence polarization | 300,000 compounds, 0.34% hits | inhibition, % at 14.8 µM; in the data active = inhibition above about 28%
procasp7 counter: counter-screen: procaspase-7 (human) activation. P55210. recombinant procaspase-7, Ac-DEVD-pNA absorbance 405 nm; D23A/D198A/D206A triple mutant, cannot self-cleave; scale: DMSO 0, 5 µM enzyme 100. activation, % at 8.5 µM. 330,000 compounds, 0.093% hits;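 active = percent activation above the screen-wide mean plus 3 SD, cut at about 25% in these data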
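Detection: p-Nitroaniline absorbance at 405 nm, read at 0 and 120 min; system: Uncleavable procaspase-7 mutant enzyme; evaluation: % activation from two-timepoint absorbance difference, scaled to controls; times: 1 h enzyme–compound preincubation and 2 h substrate reaction, both 25 °C; buffer or medium: Zinc-free HEPES pH 7.4 with 300 mM NaCl, 0.01% Triton X-100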
AHR act: activates the human aryl hydrocarbon receptor. P35869. AHR-responsive luciferase reporter cells, luminescence. activation, % at 5 µM. 320,000 compounds, 2.5% hits; in the data active = activation above about 47%;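 also: 0% = vehicle wells and 100% = reference agonist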
The depositor's hits bear a star; ? = inconclusive; · = no result given; [ ] = dose if it differs, or a comment.

Order of values – LAP4-GFP MLPCN	procasp3 activ	ZTA counter	MEP2-GFP yeast	RPL19A-GFP yeast	EBNA-1 inh	procasp7 counter	AHR act
O=[N+]([O-])c1c(NCCO)cc(N2CCCCC2)c2nonc12
 : 95	-7	28	107	106	-11	-5	-1
Cc1noc(C)c1S(=O)(=O)N1CCCC(C(=O)Nc2cccnc2)C1 (stereo not given)
 : 101	-3	-7	101	107	-7	1	13
COc1ccc(/C=N/NC(=O)c2ccc(NC(=O)c3cccc([N+](=O)[O-])c3)cc2)c(OC)c1
 : 96	-3	-12	99	102	5	16	6
O=C(CCCn1c(SCc2cc(=O)n3ccccc3n2)nc2ccccc2c1=O)NCC1CCCO1 (stereo not given)
 : 105	4	-5	105	101	-1	3	3
CCOc1ccccc1OCC(=O)OCC(=O)NNC(=O)c1ccc([N+](=O)[O-])cc1
 : 82	7	-8	96	99	0	6	-2
CCCCc1ncc(CN2CCC(n3nccc3NC(=O)c3ccccc3OC)CC2)[nH]1
 : 99	-8	17	100	97	11	4	0
O=C(Nc1nnc(S(=O)(=O)N2CCCCCC2)s1)c1ccccc1Cl
 : 102	7	-3	95	98	-7	-13	1
Cc1nn(Cc2ccc(Cl)c(Cl)c2)c(C)c1NC(=O)c1cc(CC(C)C)on1
 : 101	5	11	104	99	4	6	10
O=C(CN1C(=O)NC2(CCCC2)C1=O)NNC(=O)c1ccc(Br)cc1
 : 108	-1	-4	98	98	-17	1	-1
COC(=O)N1C(=O)[C@](c2ccccc2)(C2CCCC2)N1C(=O)OC
 : 105	-4	0	89	96	-1	-7	5
O=C(Nc1ccc(NC(=O)C2CC2)cc1)c1cccs1
 : 87	2	-10	108	118	-11	10	0
O=C(O)c1cnn2c(-c3ccccc3)ccnc12
 : 102	5	10	114	97	3	2	1
COc1ccc(C2=CC(=O)C[C@H](c3ccc(OC)c(OC)c3)C2)cc1
 : 96	4	-6	91	92	·	13	4
CC1=C(C#N)C(c2ccc(O)cc2)C(C#N)=C(C)N1
 : 113	1	-1	98	100	-7	-7	-1
COc1ccc(OC)c(S(=O)(=O)N(C)CC(=O)N2CCOCC2)c1
 : 97	-3	9	94	107	6	12	1
CC1CCCCN1C(=O)COC(=O)C1CCN(S(=O)(=O)c2ccc(Cl)c(C(F)(F)F)c2)CC1 (stereo not given)
 : 102	14	-3	103	100	-8	6	-1
CCC(=O)N1CCc2cc(Br)cc(S(=O)(=O)CC(=O)OC)c21
 : 90	7	-9	94	93	-10	-2	-1
Cc1nnc(C)n1/N=C/c1cccc(Oc2ccccc2)c1
 : 100	13	8	101	97	-5	12	2
COC(/C=C/Nc1ccc(OC)cc1)=C(C#N)C#N
 : 104	5	-9	106	98	-15	-5	-4
CCOC(=O)c1cc(-c2ccc(N3CCOCC3)cc2)nn1-c1ccccc1C(=O)O
 : 98	8	-10	93	97	-5	-6	1
COc1ccc(OC)c(C2NC(=O)NC(C)=C2C(=O)OCc2ccccc2)c1 (stereo not given)
 : 104	2	15	108	103	1	10	-2
CN(C)C(=O)CCCCCCCCC(=O)N(C)C
 : 107	11	33*	99	98	8	10	-2
CCn1nc(NC(C)=O)c2cc3ccc(C)cc3nc21
 : 105	-4	10	105	98	10	7	5
Cc1nnc2ccc(-c3ccc(NS(=O)(=O)c4ccccc4[N+](=O)[O-])cc3)nn12
 : 103	-2	-7	99	97	·	-3	1
CN1C(=O)CC(C(=O)O)SC1=Nc1cccc(C(F)(F)F)c1 (stereo not given)
 : 102	-3	10	106	103	7	7	0
CC1CCCCC1N(C)C1CCN(C(=O)CNC(=O)/C=C/c2cccc(Cl)c2)CC1 (stereo not given)
 : 93	-8	-9	100	100	-30	-5	2
CC1=Nc2ccccc2N=C(NC(=O)CSC(=S)N2CCCCC2)C1c1ccccc1 (stereo not given)
 : 99	0	-18	99	92	-4	-3	8
Cc1ccc(CN2CCN(/N=C/c3cccs3)CC2)cc1
 : 88	-8	5	97	96	6	-1	5
CCN(CC)S(=O)(=O)c1ccc(C)c(NC(=S)N2CCN(C/C=C/c3ccccc3)CC2)c1
 : 113	-7	-16	113	96	-9	-8	1
O=C1CC(c2cc(Br)ccc2F)c2cc3c(cc2N1)CCC3 (stereo not given)
 : 107	5	12	117	97	1	8	1
Cc1ccc(OCC(O)CN2CCC(Cc3ccccc3)CC2)c(C)c1 (stereo not given)
 : 103	8	12	103	100	-5	5	-1
Cc1nn(-c2ccccn2)c2c1C(c1ccncc1)C1=C(CC(C)(C)CC1=O)N2 (stereo not given)
 : 98	0	9	104	95	-4	4	10
CCOC(=O)CSc1cc(C(F)(F)F)nc(-c2ccccn2)n1
 : 108	-5	11	102	98	9	10	-1
Cc1ccc(OCCN(C)C)c([N+](=O)[O-])c1
 : 91	3	14	102	99	5	5	4
Cn1c(=O)c2c(SCC(=O)N3CCCCC3)nc(-c3ccccc3F)nc2n(C)c1=O
 : 84[may fluoresce red]	0	-3	96[may fluoresce red]	?	-3	5	4
N#Cc1c(-c2ccco2)cc(-c2cccnc2)nc1N
 : 102	-7	-11	96	97	-8	-1	9
Cc1ccc(-c2nc(CS(=O)CC(=O)NC3CCCCC3)c(C)o2)cc1 (stereo not given)
 : 90	-1	-5	100	98	-7	-1	3
O=C(COc1ccccc1)Nc1ccccc1N1CCCCC1
 : 102	11	-8	107	100	-19	-6	2
Cc1ccc(C(=O)Sc2cccccc2=O)cc1
 : 244*	-33	-14	97	88	-7	-35	11
COc1cccc(OCC(O)CN2CCC(Cc3ccccc3)CC2)c1 (stereo not given)
 : 99	1	-10	98	99	-1	7	2
O=C(Nc1ccc(N2CCOCC2)cc1)Nc1cnsn1
 : 99	4	1	96	97	-6	8	12
O=C(NC(=O)N1CCCCCC1)c1ccc(Cl)cc1
 : 104	5	1	107	100	-7	-4	0
CCCCC(=O)NC1(C(F)(F)F)C(=O)N(CC(C)C)C2=C1C(=O)CC(C)(C)C2 (stereo not given)
 : 106	-1	-20	104	98	2	7	1
CC(=O)Nc1nc(-c2ccccc2)cc(-c2ccco2)c1C#N
 : 99	4	-6	96	99	·	-2	21
Cc1ccc(C(=O)CC(=O)COc2ccc(Cl)cc2C)cc1
 : 93	-1	-1	99	101	-2	10	2
Cc1c(C(=O)NCCS(=O)(=O)N2CCN(c3ccccc3F)CC2)cccc1[N+](=O)[O-]
 : 91	-1	-8	108	94	-1	6	0
COCC(=O)N(Cc1nc2sc(C)c(C)c2c(=O)[nH]1)C1CCCCC1
 : 112	14	-5	98	99	-4	7	3
NC(=O)C1CCN(C(=O)CSc2nc3ccccc3s2)CC1
 : 89	5	15	93	99	-1	7	19
O=C(CSc1nnc(-c2ccc(S(=O)(=O)N3CCCC3)cc2)n1CC1CCCO1)NC1CC1 (stereo not given)
 : 101	-3	-11	114	100	-2	0	-1
CCN(CC)S(=O)(=O)c1ccc(Oc2ccccc2)cc1
 : 104	-2	8	97	102	-7	-3	0
O=C(Nc1cnccn1)c1cccnc1
 : 112	8	5	110	105	0	2	0
NNC(=O)c1ccc(Oc2cc(Cl)cc(Cl)c2)o1
 : 109	-3	-7	92	98	1	-27	12
Cc1ccc(S(=O)(=O)N2CCN(CC(=O)NC3CCCc4ccccc43)CC2)c(C)c1 (stereo not given)
 : 104	-3	0	97	100	1	2	0
COc1ccc(CC(=O)NC2=NCCS2)cc1
 : 101	-1	-10	107	97	-12	-8	1
CC(=O)c1cccc(NC(=O)COC(=O)COc2ccc(Cl)cc2)c1
 : 103	-4	-10	114	107	5	-3	0
COc1ccc(-c2nc(CS(=O)CC(=O)NC3CCCCC3)c(C)o2)cc1OC (stereo not given)
 : 107	2	-4	112	102	-7	2	4
Cc1ccc(C(=O)NC2CCN(CC(=O)Nc3c(C)cc(C)cc3C)CC2)cc1
 : 92	1	1	103	104	3	-8	2
Cc1cccc(COc2ccccc2C(=O)N(C)CC(=O)Nc2cccc(F)c2)c1
 : 118	0	6	108	103	·	8	0
COc1ccccc1NC(=O)Cc1noc(CSc2nnc(C)s2)n1
 : 80	5	-7	91	99	5	1	5
Cc1cc(C)c2c(C)nn(-c3ccccc3)c2n1
 : 101	-8	1	102	97	0	-3	30

Later entries:
Order of values – LAP4-GFP MLPCN	procasp3 activ	ZTA counter	MEP2-GFP yeast	RPL19A-GFP yeast	EBNA-1 inh	procasp7 counter	AHR act
CC(C)=N/N=C(/c1ccc([N+](=O)[O-])cc1)C12CN3CN(CN(C3)C1)C2
 : 96	-11	8	98	101	-10	8	1
CS(=O)(=O)C1=NSC2=NC(=O)/C(=C\c3cccn3-c3ccc(Cl)cc3)C(=N)N21
 : 98	-7	18	110	104	9	-7	0
CC(OC(=O)Cn1[nH]c(=O)c2ccccc2c1=O)C(=O)NC1(C#N)CCCCC1 (stereo not given)
 : 93	-6	15	90	86	-4	2	1
COC(=O)c1ccccc1-c1cn(C)c2ccccc2c1=O
 : 92	-5	-10	93	92	4	0	19
O=C(CN1CCN(C(c2ccccc2)c2ccccc2)CC1)N1CCOCC1
 : 90	-10	2	97	98	4	2	1
O=C(N/N=C/c1cc(Br)c(O)c(Br)c1O)c1cccnc1
 : 98	-11	-1	110	107	4	-1	13
CC1CC(C)CN(CCCNC(=O)CCNC(=O)Cn2ccc3ccccc3c2=O)C1 (stereo not given)
 : 103	0	4	99	98	-3	12	-1
COC(=O)c1ccc(/C=N/Nc2nc(-c3ccccc3)cs2)cc1
 : 99	3	-6	106	103	0	1	50*
Cc1cc(C)c(C(=O)COC(=O)c2cccc(S(=O)(=O)NCc3ccccc3)c2)cc1C
 : 103	2	-6	107	104	4	6	2
CCCc1ccc(Oc2cc(C)nc(N3CCOCC3)n2)cc1
 : 103	6	6	100	96	5	2	7
O=C(Nc1ccc(OCC(=O)N2CCOCC2)cc1)c1ccccc1Cl
 : 98	7	5	97	99	10	3	1
Cc1ccsc1C(=O)NC(C)c1ccc2c(c1)OCO2 (stereo not given)
 : 103	6	-14	106	100	6	3	1
CC(=O)c1cccc(NC(=O)c2c(-c3c(F)cccc3Cl)noc2C)c1
 : 110	3	0	118	102	·	-1	2
CCOP(=O)(c1ccc(N(C)C)cc1)C(O)c1ccc(OC)cc1 (stereo not given)
 : 100	-4	-5	105	99	2	0	-1
CCOC(=O)C1=CN(Cc2ccc(OC)cc2)C=C(C(=O)OCC)C1c1cccs1
 : 104	12	-5	97	99	-14	10	0
COc1ccc(C(C(=O)NC2CCCC2)N(C(=O)c2ccco2)c2cccc(C(C)=O)c2)cc1OC (stereo not given)
 : 94	-3	-1	102	99	-1	-4	-1
CC(=O)c1ccc(OC(C)C(=O)NC2CCCCC2C)cc1 (stereo not given)
 : 103	0	2	97	95	·	-9	1
Cc1cc(C)cc(N=c2c([N+](=O)[O-])nn(-c3ccc(Cl)cc3)n2O)c1
 : 110	1	5	102	101	-2	0	40

4 compounds drawn at random from those above, as already listed:
Order of values – LAP4-GFP MLPCN	procasp3 activ	ZTA counter	MEP2-GFP yeast	RPL19A-GFP yeast	EBNA-1 inh	procasp7 counter	AHR act
CCCc1ccc(Oc2cc(C)nc(N3CCOCC3)n2)cc1
 : 103	6	6	100	96	5	2	7
Cc1cc(C)c(C(=O)COC(=O)c2cccc(S(=O)(=O)NCc3ccccc3)c2)cc1C
 : 103	2	-6	107	104	4	6	2
CC(OC(=O)Cn1[nH]c(=O)c2ccccc2c1=O)C(=O)NC1(C#N)CCCCC1 (stereo not given)
 : 93	-6	15	90	86	-4	2	1
CC1CC(C)CN(CCCNC(=O)CCNC(=O)Cn2ccc3ccccc3c2=O)C1 (stereo not given)
 : 103	0	4	99	98	-3	12	-1
